bCat nuc transl: modulators of beta-catenin nuclear translocation; HeLa beta-catenin nuclear translocation, immunofluorescence imaging; 190,000 compounds, 0.3% hits; nuclear translocation activity, % at 5 µM;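 active means nuclear translocation activity above 50% at 5 µM, with a well cell count of 50 or more; inconclusive means wells under 50 cells across six images, flagged as toxic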;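 further: per-cell ratio of nuclear to cytoplasmic median beta-catenin stain intensity; plate controls were DMSO negative control for no effect and GSK-3 inhibitor IX positive control for full effect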
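assay system = human HeLa cells, endogenous beta-catenin | times = compound treatment 24 h, 37°C, 5% CO2 | detection = Anti-beta-catenin immunofluorescence on PFA-fixed, Triton-permeabilized cells, DAPI nuclei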
M1AAP inhibition: P. falciparum M1AAP inhibitors, biochemical, fluorogenic H-Leu-NHMec substrate, 1536-well (AID 1445); recombinant M1AAP, H-Leu-NHMec fluorogenic kinetic assay; higher % means a stronger effect; one-dose inhibition, % at 30 µM; IC50 in µM for titrated hits; 220,000 compounds, 0.42% hits;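 active means primary inhibition above the hit cutoff, then over 50% inhibition at one or more dose response concentrations, cut at about 23% in these data, passing the limit was not always enough; inconclusive means conflicting primary data, or primary hits not chosen for dose response; inactive means low primary inhibition, or under 50% at every dose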;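 further: plate controls were DMSO full reaction for no effect and no enzyme background for full effect; strong numbers were not always called active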
K1F lysis inhibition: inhibition of K1F phage lysis, E. coli UTI89, bacterial capsule biogenesis inhibitors, alamar blue (AID 488966) | 340,000 compounds, 0.02% hits | inhibition, % at 100 µM; hits with a dose series show IC50 in µM | E. coli UTI89 K1F phage lysis, alamar blue, 2 h; higher % means a stronger effect;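 active means phage lysis inhibition, versus mean bacterial control, above a set limit; inconclusive means no clear call, values can overlap the other calls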;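 further: capsule biogenesis inhibitors block K1F phage lysis so surviving cells raise fluorescence; higher fluorescence means more inhibition of phage lysis; actives were called in the ten point dose series up to 300 µM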
M17LAP inhibition: P. falciparum M17LAP inhibitors, primary screen, biochemical, fluorogenic H-Leu-NHMec substrate, 1536-well (AID 1619); inhibition, % at 30 µM, or IC50 in µM where a hit was titrated; 220,000 compounds, 0.38% hits; recombinant M17LAP, H-Leu-NHMec fluorogenic kinetic assay; higher % means a stronger effect;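 active means compound inhibiting the enzyme by more than half at any dose during confirmatory dose-response retesting; inconclusive means strong single-dose inhibitors picked by rank but not retested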;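 further: plate controls were full reaction with DMSO carrier for no effect and no enzyme background for full effect; strong numbers were not always called active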
Insulin prom up: MIN6 insulin promoter up-regulation | MIN6 insulin promoter-GFP reporter, high-content imaging; active compounds read high | z-score at 5 µM | 190,000 compounds, 0.3% hits;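 active means z-score above 3 at 5 µM with at least 500 cells counted in the well; inconclusive means wells under 500 cells, flagged as cytotoxic or low count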
Autophagy mod: alters autophagy in cells; MEF GFP-LC3 puncta imaging; test concentration mostly 10 µM; calls only at 10 µM (by protocol); 190,000 compounds, 0.98% hits;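 active means percentage of spot-positive cells more than 3 SD above its plate mean, without a fluorescence outlier flag or 80% toxicity; inconclusive means no clear call, values can overlap the other calls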;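 further: spot-positive cell cutoff set from DMSO-treated cells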
MT stabilize HCS: microtubule stabilizers in HeLa cells; % tubulin-high responders, % at 10 µM; 200,000 compounds, 0.83% hits; HeLa tubulin immunostaining HCS, 24 h; share of cells brighter than vehicle mean+2SD;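 active means plate Z-score above 3 for both tubulin-high and condensed-nucleus cell shares, with cell loss under 80%, at 10 µM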;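 further: anti alpha tubulin signal scored within the nucleus-defined area of each cell; some results filed as inactive read as strong as hits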
Dynein cargo inh: blocks dynein driven cargo transport along microtubules | 3617.4 mouse cells, GR-EGFP nuclear translocation imaging; test concentration mostly 20 µM; stimulated with dexamethasone, 1 µM; active compounds read low | z-score, hits read low | 220,000 compounds, 0.47% hits | AID 1381;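 active means plate z-score of nuclear minus cytoplasmic receptor signal below a set negative limit, without overly bright fluorescence or cell loss, cut at about -3.5 in these data, passing the limit was not always enough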;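 further: z-score of nuclear minus cytoplasmic ring GR-EGFP intensity difference per well; some compounds called inactive have numbers as strong as hits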
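Buffer or medium: tet-free, stripped-serum medium; Also added: dexamethasone, 1.0 µM final; Technique: high-content fluorescence imaging after fixation; Times: 48 h induction, 1 h compound, 30 min dex at 37 °C; Read-out: per-cell GR-EGFP intensity, nucleus versus surrounding cytoplasmic ring, well-averaged.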
ER stress rescue: protection against thapsigargin-triggered cell killing – 384-well, CSM14.1, ATP luminescence, primary screen (AID 1222) | CSM14.1 thapsigargin-induced death rescue, ATP luminescence; higher % means a stronger effect | cellular ATP content (survival), % at 20 µM, or EC50 in µM where a hit was titrated | 190,000 tested, under 10 active;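 active means EC50 below 50 µM in the dose-response confirmation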;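 further: death triggered by thapsigargin at about 15 µM added after 2 h compound pretreatment; cell ATP read after overnight thapsigargin exposure of roughly 18 to 22 hours; normalized against plate controls of thapsigargin alone and 5% DMSO vehicle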
Dynein cargo inh cytoplasmic EGFP: recorded beside Dynein cargo inh, whose call it bears; z-score; measured here: cytoplasmic GR-EGFP intensity; active compounds read high
Dynein cargo inh nuclear GR-EGFP: recorded beside Dynein cargo inh, whose call it bears; z-score; measured here: nuclear GR-EGFP intensity;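 lower value marks the stronger effect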
Dynein cargo inh cell count: also measured in Dynein cargo inh; calls as there; z-score; measured here: cell count per field
Insulin prom up cell count: further read-out of Insulin prom up, marked with its call; cell count; measured here: cytotoxicity, nuclei count;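 total cells summed across four imaged fields per well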
bCat nuc transl cell count 5 µM: further read-out of bCat nuc transl, marked with its call; cell count; measured here: cell count, cytotoxicity flag
MT stabilize HCS Hoechst-high %: second read-out of MT stabilize HCS, no call of its own (marks repeat the call); % Hoechst-high responders; measured here: nuclear condensation Hoechst responders;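 share of cells brighter than vehicle mean plus two SD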
MT stabilize HCS cytotoxicity %: recorded beside MT stabilize HCS, whose call it bears; toxicity, %; measured here: cytotoxicity by cell density;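 0% = mean cell density of plate MIN control wells and 100% = no cells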
Autophagy mod cell loss 18 h: recorded beside Autophagy mod, whose call it bears; toxicity, %; measured here: cell loss, nuclei count;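 cell loss after 18 h compound exposure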
Active calls of the source: *; i = inactive; u = inconclusive; x = not tested or not shown; [ ] = dose if it differs, or a comment.

SMILES | bCat nuc transl | bCat nuc transl cell count 5 µM | M1AAP inhibition | K1F lysis inhibition | M17LAP inhibition | Insulin prom up | Insulin prom up cell count | Autophagy mod | Autophagy mod cell loss 18 h | MT stabilize HCS | MT stabilize HCS Hoechst-high % | MT stabilize HCS cytotoxicity % | Dynein cargo inh | Dynein cargo inh cytoplasmic EGFP | Dynein cargo inh nuclear GR-EGFP | Dynein cargo inh cell count | ER stress rescue
COc1cccc(-c2csc(N3CCN(C(=O)C4CCCCC4)CC3)n2)c1 | -0.2 | 1102 | 6% | 0.8% | -12% | 0.34 | 1312 | i | -1 | 3.1 | 2.3 | 4.9 | 0.81 | -0.085 | 1.1 | -1.1 | -1.8%
CCOc1ccc(C(=O)N2CCN(C(=O)c3ccco3)CC2)cc1OCC | -0.9 | 1066 | 4% | 1.9% | 5% | 0.04 | 1815 | i | -4 | 2.0 | 3.1 | 8.4 | -0.2 | -0.2 | -0.059 | -0.53 | -1.7%
Cc1ccc(CN(CC(=O)N/N=C/c2ccco2)S(=O)(=O)c2ccc(C)cc2)cc1 | -1.2 | 1192 | 4% | 0.4% | 16% | -0.5 | 935 | i | -15 | 1.3 | 0.8 | 14 | -0.19 | -0.029 | 0.15 | 0.12 | -2.7%
CC(C)CC1NC(=O)N(CC(=O)Nc2ccccc2-c2ccccc2)C1=O (stereo unspecified) | -0.2 | 1060 | 3% | 0.4% | -11% | 0.51 | 1227 | i | -2 | 1.2 | 2.0 | 7.6 | -0.51 | -0.27 | -0.48 | 0.97 | -1.4%
CN1C2CCC1CC(NC(=O)CSc1ccc(Cl)cc1)C2 (stereo unspecified) | 2.1 | 985 | -2% | -0.4% | -6% | x | x | x | x | x | x | x | 2.1 | -0.2 | 0.97 | -1.7 | x
O=C(CSc1ccc2ccccc2c1)N1CCN(c2ccc(O)cc2)CC1 | 2.8 | 1295 | 4% | 0.6% | 4% | 0.16 | 1114 | x | x | x | x | x | -0.57 | -0.19 | -0.37 | 0.97 | x
Cc1ccc(C)c(NC(=O)CCCCCCCCCCC2COCCO2)c1 (stereo unspecified) | -0.4 | 1084 | 1% | 2.6% | -1% | 0.92 | 1524 | i | -1 | 2.3 | 1.8 | 5.4 | 1.4 | 0.032 | 0.87 | -1.1 | 2.5%
COc1cc(C2CC(=O)N3CN(Cc4ccccc4)CSC3=C2C#N)ccc1OCc1ccccc1 (stereo unspecified) | x | x | 4% | -0.8% | -4% | -0.95 | 910 | i | 6 | 6.0 | 4.5 | 4.4 | 1.5 | -0.12 | 1.1 | -0.35 | -1.7%
NC(=O)c1cc(C(N)=O)nc(Cl)n1 | -1.5 | 1135 | 4% | 0.1% | 17% | -0.34 | 1522 | x | x | x | x | x | -0.56 | -0.25 | -0.31 | 0.53 | x
COc1ccc(N2CC(C(=O)OCC(=O)c3cccc(OC)c3)CC2=O)cc1 (stereo unspecified) | -1.8 | 1413 | 2% | 0.1% | -10% | 0.46 | 1275 | i | -9 | 3.9 | 1.1 | 7.0 | 0.055 | -0.35 | 0.2 | 1.3 | -0.7%
CCOC(=O)C(CC)Sc1ccc2nnc(-c3cccnc3)n2n1 (stereo unspecified) | -0.9 | 1100 | 4% | 0.2% | 4% | -0.39 | 1142 | i | -7 | 1.3 | 1.5 | 2.2 | 0.23 | -0.085 | 0.17 | 0.45 | 0.5%
Cc1ccc(C(CC(=O)N2CCOCC2)c2ccco2)cc1 (stereo unspecified) | 1.5 | 967 | -2% | -0.4% | 0% | 0.03 | 1707 | i | -3 | 4.6 | 2.0 | 5.0 | -2.7 | 0.014 | -1.3 | 1.2 | 2.8%
CCOc1ccc(NC(=O)CN(C)S(=O)(=O)c2cccs2)cc1 | -1.6 | 1189 | 1% | 9.6% | 12% | 0.42 | 767 | i | 5 | 1.8 | 1.7 | 10 | 0.4 | 0.86 | 0.68 | -0.54 | -3.8%
CCOC(=O)C(=O)NN=C(c1ccccc1)c1ccccc1 | -0.7 | 1298 | 4% | -0.1% | -15% | x | x | x | x | x | x | x | -0.44 | -0.24 | -0.33 | 0.43 | x
CN=c1sc(C(=O)Nc2cccc(Cl)c2)cc(=O)n1C | 0.7 | 584 | 3% | -0.5% | 0% | x | x | i | 13 | 2.7 | 2.2 | 4.9 | -0.19 | -0.11 | 0.23 | -0.15 | -1.1%
CCCCc1ccc(-c2csc(/C(C#N)=C\c3ccco3)n2)cc1 | 1.3 | 1198 | 5% | 0.1% | -2% | 1.2 | 1390 | i | -8 | 2.0 | 2.0 | 6.3 | 0.23 | -0.057 | 0.3 | 0.23 | -2.0%
CN1CCN(S(=O)(=O)c2cccc(S(=O)(=O)c3ccc(Cl)c(Cl)c3)c2)CC1 | -4.8 | 1212 | -2% | 0.6% | -5% | x | x | i | -8 | 4.6 | 3.7 | 17 | 0.062 | -0.017 | 0.012 | 0.93 | -1.0%
C/C=C/C(=O)Nc1ccccc1Br | -10 | 1263 | 0% | 0.2% | -3% | x | x | i | 8 | 1.1 | 1.6 | 12 | 0.12 | 0.21 | 0.32 | -0.11 | -1.3%
C=CCn1c(COc2ccccc2)nnc1SC(C)C(=O)N/N=C/c1cc(Cl)ccc1O (stereo unspecified) | x | x | 46%* | -0.2% | -4% | -0.44 | 1257 | i | 37 | 1.4 | 0.4 | 14 | 1.6 | -0.11 | 1.4 | -0.43 | -0.5%
CCc1ccccc1NC1c2ccccc2C(=O)N1Cc1ccco1 (stereo unspecified) | -3.5 | 1114 | 1% | 7.9% | 14% | x | x | i | 4 | 2.0 | 3.1 | 0.6 | 0.12 | -0.21 | 0.3 | 0.42 | x
CC(C)Cn1c(-c2csc(C(C)C)c2)n[nH]c1=S | 0.2 | 1511 | -4% | x | -1% | -0.73 | 1392 | i | 27 | 5.2 | 1.7 | 9.1 | -0.61 | -0.14 | -0.49 | -0.34 | 5.7%
CCCCNS(=O)(=O)c1ccc2nc(-c3cccnc3)cc(C(=O)NCCOC)c2c1 | 1.2 | 1284 | x | -0.1% | x | -0.77 | 934 | x | x | x | x | x | 0.43 | -0.16 | 0.75 | -0.91 | x
O=C1N=C(N2CCc3ccccc3C2)S/C1=C\c1ccc(O)cc1 | -1.1 | 1314 | 6% | 0.0% | -1% | 0.05 | 1108 | x | x | x | x | x | 0.097 | -0.27 | -0.36 | 1.2 | x
CC(C)c1ccc(NC2(C#N)C(=O)Nc3ccccc32)cc1 (stereo unspecified) | -0.8 | 1387 | 6% | -1.9% | -1% | -1.1 | 1402 | i | 6 | 2.9 | 1.7 | 0.7 | -0.041 | -0.12 | -0.66 | -0.3 | -0.1%
O=c1ccc(N=Nc2ccccc2)ccc1O | 1.0 | 1185 | 15% | 0.5% | -1% | -2.4 | 651 | x | x | x | x | x | 0.061 | -0.25 | -0.37 | 0.73 | x
CCCc1cc(=O)[nH]c(SCC(=O)N(CC(C)C)C2CCS(=O)(=O)C2)n1 (stereo unspecified) | -1.4 | 1233 | -2% | 0.2% | 9% | 0.17 | 1364 | i | 18 | 3.1 | 3.3 | 6.9 | -0.71 | -0.17 | -0.54 | 0.55 | -1.2%
Cc1cc(C)c2nc3sc(C(=O)N4CCOCC4)c(N)c3cc2c1 | 72* | 543* | 8% | 0.0% | 5% | u | x | x | x | x | x | x | 0.81 | -0.044 | 0.91 | -1.4 | x
CCOc1nc(Nc2ccc([N+](=O)[O-])cc2)nc(NC(C)(C)C)n1 | 4.4 | 1036 | 11% | 0.2%[50 µM] | -1% | -1.2 | 985 | i | 0 | 1.9 | 2.2 | 8.0 | -0.14 | -0.28 | -0.13 | 0.37 | -1.5%
COc1ccc(Cl)cc1C(=O)NNC(=O)c1cccnc1 | 1.5 | 1116 | 1% | 2.9% | -6% | 0.26 | 1792 | i | -33 | 2.0 | 1.5 | 8.1 | 0.31 | -0.19 | 0.018 | -0.086 | -1.4%
CC1Cc2ccccc2N1C(=O)CSC1=NCCS1 (stereo unspecified) | 1.5 | 1137 | 2% | -0.1%[50 µM] | -2% | 0.07 | 1114 | i | 0 | 4.2 | 4.3 | 7.1 | -0.97 | -0.27 | -0.4 | 0.53 | -1.7%
CC(C)c1onc(C(=O)N2CCCCC2)c1[N+](=O)[O-] | 0.8 | 967 | 1% | 0.9%[50 µM] | -4% | x | x | i | -9 | 3.0 | 2.8 | 6.2 | -0.21 | -0.28 | -0.52 | 0.6 | -4.8%
O=C(CSc1nc2cccnc2n1Cc1ccccc1)NCc1ccco1 | 1.3 | 1134 | 11% | 1.6% | 11% | 1.3 | 1051 | i | -4 | 2.6 | 2.1 | 9.1 | -0.51 | -0.22 | 0.072 | 0.79 | 6.2%
CN(C)CCCNc1ccc(S(N)(=O)=O)cc1[N+](=O)[O-] | -0.7 | 1034 | 4% | 2.5% | -1% | 0.04 | 1407 | i | -3 | 3.2 | 2.3 | 3.9 | -0.66 | -0.18 | -0.71 | 0.11 | -0.8%

Screens: PubChem BioAssay, several laboratories
